CHRM4 PAM – potentiates acetylcholine response at human M4 receptor. P08173. CHO-K1 hM4/Gqi5, Fluo-8 calcium fluorescence, ACh EC20; 0% = ACh EC20, 100% = maximal ACh. activation, % at 3 µM. 0.4% of 360,000 active. AID 624126;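 active = activation above its plate's cutoff, the mean activation of sample wells plus 3 SD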; note: some results filed as inactive read as strong as hits
Target sequence (P08173 whole entry, looked up): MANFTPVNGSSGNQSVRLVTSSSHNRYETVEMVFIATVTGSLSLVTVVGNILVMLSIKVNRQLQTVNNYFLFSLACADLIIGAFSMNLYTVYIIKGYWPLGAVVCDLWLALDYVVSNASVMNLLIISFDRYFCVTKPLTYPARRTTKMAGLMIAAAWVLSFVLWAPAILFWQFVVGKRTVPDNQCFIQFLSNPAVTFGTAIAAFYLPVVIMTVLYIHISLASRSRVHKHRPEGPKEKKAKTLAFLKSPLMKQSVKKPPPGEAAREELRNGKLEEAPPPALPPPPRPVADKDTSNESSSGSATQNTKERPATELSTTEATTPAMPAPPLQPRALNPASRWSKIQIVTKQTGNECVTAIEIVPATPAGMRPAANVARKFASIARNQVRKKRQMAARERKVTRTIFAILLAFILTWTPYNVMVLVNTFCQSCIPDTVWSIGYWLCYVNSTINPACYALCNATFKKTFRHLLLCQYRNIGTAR
M5 PAM – positive allosteric modulators of human muscarinic M5 receptor; 0.3% of 360,000 active; CHO-K1 hM5, Fluo-8 calcium, ACh EC20 PAM; 0% = ACh EC20, 100% = ACh EC100; activation, % at 3 µM; AID 624038;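 active = activation above the run cutoff, the mean activation of all test compounds plus 3 SD, cut at about 18% in these data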
Target sequence (P08912 whole entry, looked up): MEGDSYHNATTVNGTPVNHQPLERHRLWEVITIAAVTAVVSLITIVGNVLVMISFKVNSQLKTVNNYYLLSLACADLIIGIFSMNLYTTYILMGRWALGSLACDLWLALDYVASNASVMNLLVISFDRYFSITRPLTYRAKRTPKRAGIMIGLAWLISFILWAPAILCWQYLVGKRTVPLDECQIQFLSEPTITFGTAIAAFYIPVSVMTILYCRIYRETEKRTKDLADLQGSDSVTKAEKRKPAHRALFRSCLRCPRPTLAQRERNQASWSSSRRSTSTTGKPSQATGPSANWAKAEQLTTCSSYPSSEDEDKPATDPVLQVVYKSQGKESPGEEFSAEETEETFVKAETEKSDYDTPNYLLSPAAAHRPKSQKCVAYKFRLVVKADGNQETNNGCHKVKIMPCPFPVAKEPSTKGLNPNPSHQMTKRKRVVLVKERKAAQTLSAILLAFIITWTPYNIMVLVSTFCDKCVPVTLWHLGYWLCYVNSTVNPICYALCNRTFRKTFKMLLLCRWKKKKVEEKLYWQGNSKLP
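Replicates: One well per compound, no replicates | System: Human M5 receptor in CHO-K1 cells | Benchmarks: Low control EC20 acetylcholine (0%), high control EC100 acetylcholine (100%) | Probe or stimulus: Acetylcholine, EC20 level | Times: Fluo-8 loading 80 min at 37 °C plus 30 min room temperature | Signal: Intracellular calcium via Fluo-8 fluorescence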
CHRM4 antagonist – CHRM4 antagonism in calcium assay; P08173; CHO-hM4 cells, ACh EC80, Fluo-8 calcium fluorescence; inhibition, % at 3 µM; 0.73% of 360,000 active; AID 624125;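 active = inhibition above its plate's cutoff, the mean inhibition of sample wells plus 3 SD, cut at about 27% in these data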;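 note: 0% = acetylcholine EC80 with DMSO and 100% = DMSO without agonist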
M5 ag – agonists of human muscarinic M5 receptor (CHRM5) | AID 624037 | 0.19% of 360,000 active | P08912 | activation, % at 3 µM | CHO-K1 hM5 cells, Fluo-8 calcium fluorescence; 0% DMSO wells, 100% maximal acetylcholine response;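 active = activation above the run's mean over test compounds plus 3 SD, cut at about 23% in these data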;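 note: signal is peak over basal fluorescence ratio across the kinetic read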
M4 ag – agonists of human muscarinic M4 receptor (CHRM4); 0.14% of 360,000 active; AID 624127; CHO-K1 hM4/Gqi5, Fluo-8 calcium fluorescence; vehicle 0%, full acetylcholine response 100%; activation, % at 3 µM;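 active = activation above the run mean over all test wells plus 3 SD, cut at about 32% in these data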;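 note: peak over basal fluorescence ratio per well then scaled between controls; 0% = DMSO wells and 100% = acetylcholine at EC100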
CHRM5 antagonist – antagonists of human muscarinic M5 receptor (CHRM5). P08912. CHO-hM5 cells, Fluo-8 calcium fluorescence, ACh EC80. inhibition, % at 3 µM. 0.59% of 360,000 active. AID 624040;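 active = inhibition above a per-plate cutoff, the mean of that plate's test compounds plus 3 SD, cut at about 27% in these data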;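 note: 0% = acetylcholine EC80 with DMSO and 100% = DMSO without agonist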
CHO-K1 Ca antag – M1 antagonist counterscreen hit in parental CHO-K1 cells; ATP-induced calcium, Fluo-8 fluorescence; inhibition, % at 3 µM; 0.6% of 360,000 active; AID 602250;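 active = inhibition above a per-plate cutoff, the plate's mean sample inhibition plus 3 SD, cut at about 24% in these data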;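 note: 0% = DMSO plus EC80 ATP and 100% = DMSO alone without ATP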
M1 PAM parental – nonselective activator or artifact in parental CHO-K1 calcium assay; ATP EC20, Fluo-8 calcium fluorescence; 0% at ATP EC20, 100% at ATP max; activation, % at 3 µM; 0.02% of 360,000 active;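 active = activation above the run cutoff, the mean activation of all test compounds plus 3 SD, cut at about 40% in these data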;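 note: peak over basal fluorescence ratio in a 140 s read after ATP addition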
M1 ag parental – M1 agonist counterscreen hit in parental CHO-K1 cells; Fluo-8 calcium fluorescence; scaled to maximal ATP response, vehicle zero; activation, % at 3 µM; 0.48% of 360,000 active; AID 602248; in the data active = activation above about 15%;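 note: untransfected CHO-K1 host cells lacking M1 receptor as counterscreen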
Starred values were filed as active, the others as inactive; . = no result given.

1) COc1ccc(-c2csc3ncnc(N4CCN(c5cccc(Cl)c5)CC4)c23)cc1
2) COc1cc(NC(=O)Cc2ccc(F)cc2)cc(OC)c1OC
3) C/C(=N\NC(=O)Cn1ccc(C(F)(F)F)n1)c1ccc(N2CCOCC2)cc1
4) COc1ccccc1NC(=O)c1ccc(-n2ccnc2)c([N+](=O)[O-])c1
5) CCOc1ccc(N(CC)C(=O)COc2cc(=O)n(C)c3ccccc23)cc1
6) O=C(CSc1ccccc1C(=O)O)c1ccccc1
7) COC(=O)c1cc(NC(=O)c2cccc(C(F)(F)F)c2)c(=O)oc1C
8) CCOC(=O)CN1C2=NCCCN2c2ccccc21
9) Cc1ccc(OS(=O)(=O)c2ccc(-c3csc(C)n3)s2)c(C)c1
10) NNC(=O)Cn1nc(-c2ccccc2)c2ccccc2c1=O

assay / entry	1	2	3	4	5	6	7	8	9	10
CHRM4 PAM	-5	-12	2	-12	6	-1	2	4	-6	8
M5 PAM	-7	-14	2	-12	-4	-1	3	2	-12	-4
CHRM4 antagonist	9	6	-1	3	-3	-3	11	-19	-18	-11
M5 ag	-3	4	-5	2	2	-4	0	-8	-9	-2
M4 ag	1	10	2	19	-2	0	1	1	4	1
CHRM5 antagonist	18	11	13	18	1	0	-1	-9	-1	8
CHO-K1 Ca antag	9	-5	-10	-2	3	-10	-4	-10	-12	-5
M1 PAM parental	-21	17	16	3	3	16	12	7	4	14
M1 ag parental	-0.1	8.2	1.9	6.4	0.0	0.5	0.3	-0.5	0.4	0.5

11) CC1(C)CC(=O)/C(=N/Nc2ccc(Cl)cc2)CO1
12) CCC(=O)Nc1ccc(NC(=O)c2c(C)nc3ccccn23)cc1
13) COc1cccc(C(=O)OCC(=O)Nc2sc3c(c2C(N)=O)CCC3)c1O
14) CC1(C)CC(=O)C=C(c2ccc(-c3cnc4ccccc4c3)cc2)C1=O
15) COc1ccc(NC(=O)CSc2nc(N)c(C(=O)Nc3ccc(N(C)C)cc3)s2)cc1
16) O=C(CSc1nnc(Nc2ccccc2F)s1)Nc1cccc(S(=O)(=O)N2CCCCC2)c1
17) CCOc1ccc2c(=O)c(Oc3ccccc3)c(C)oc2c1
18) CCN(C(=S)Nc1ccc(OC(F)F)cc1)C1CCCCC1
19) COc1ccc(NC(=O)CCN2CCN(C/C=C/c3ccccc3)CC2)cc1
20) COc1ccc(/C=C/C(=O)Nc2nnc(C(C)C)s2)cc1OC

assay / entry	11	12	13	14	15	16	17	18	19	20
CHRM4 PAM	-7	1	3	1	4	-21	10	-3	-6	-9
M5 PAM	-13	-1	-1	2	-1	-15	-2	-4	-8	-5
CHRM4 antagonist	5	1	2	-10	3	11	1	-15	10	4
M5 ag	2	4	2	1	1	-3	-1	-1	-16	0
M4 ag	8	2	4	9	15	6	-1	6	1	1
CHRM5 antagonist	9	-3	-2	-6	1	13	-4	13	13	2
CHO-K1 Ca antag	7	-25	3	7	-2	7	0	-9	-12	2
M1 PAM parental	-7	0	-7	6	9	-5	-1	3	11	1
M1 ag parental	8.7	0.9	0.6	2.1	8.6	8.2	0.7	6.7	0.6	-0.3

One compound at a time (already shown). Order of values: CHRM4 PAM, M5 PAM, CHRM4 antagonist, M5 ag, M4 ag, CHRM5 antagonist, CHO-K1 Ca antag, M1 PAM parental, M1 ag parental
CCN(C(=S)Nc1ccc(OC(F)F)cc1)C1CCCCC1 reads -3, -4, -15, -1, 6, 13, -9, 3, 6.7
CC1(C)CC(=O)/C(=N/Nc2ccc(Cl)cc2)CO1 reads -7, -13, 5, 2, 8, 9, 7, -7, 8.7

The listing continues:
21) CC(C)c1c(O)nc(SCC(=O)N2CCCCC2)[nH]c1=O
22) Cc1ccc(C)c2[nH]c(=O)c(CCNS(=O)(=O)c3ccccc3)cc12
23) Cc1cccc(-c2noc(CN(C(=O)c3c(-c4ccccc4Cl)noc3C)C(C)C)n2)c1
24) O=C(OCc1cn([C@@H]2CN(C(=O)C3CCCCC3)[C@@H](c3ccccc3)C[C@H]2O)nn1)c1ccccc1
25) Fc1ccc(N2CN(Cc3cccnc3)CNC2=S)cc1
26) Oc1c(N=NC(=S)Nc2ccccc2F)c2ccccc2n1Cc1ccccc1
27) CN(CC(=O)O)S(=O)(=O)c1ccc2oc3ccccc3c2c1
28) O=C(Nc1ccccc1Cl)C1C(c2ccccc2)C1(Cl)Cl (configuration not stated)
29) O=C(O)c1cccc(NC(CNS(=O)(=O)c2ccc(Cl)cc2)c2ccccc2)c1 (configuration not stated)
30) CC(C)c1ccc(OCC(=O)NC(Cc2c[nH]c3ccccc23)C(=O)O)cc1 (configuration not stated)

assay / entry	21	22	23	24	25	26	27	28	29	30
CHRM4 PAM	-4	-2	-7	8	-2	-6	7	-5	-1	7
M5 PAM	-5	0	-17	2	-1	0	8	-12	3	4
CHRM4 antagonist	5	-3	-7	-10	3	5	-6	-6	4	-14
M5 ag	-2	6	-3	2	1	4	4	-4	0	-1
M4 ag	0	4	4	6	0	0	1	-1	1	0
CHRM5 antagonist	21	0	5	-3	10	4	5	-3	-9	-13
CHO-K1 Ca antag	-16	-5	8	-9	-6	-10	3	2	0	-5
M1 PAM parental	11	19	10	9	5	14	-16	1	1	10
M1 ag parental	1.4	2.2	0.5	1.4	0.0	0.2	0.1	0.0	0.3	0.0

The list goes on, overlapping the part above by 4 compounds.
27) CN(CC(=O)O)S(=O)(=O)c1ccc2oc3ccccc3c2c1
28) O=C(Nc1ccccc1Cl)C1C(c2ccccc2)C1(Cl)Cl (configuration not stated)
29) O=C(O)c1cccc(NC(CNS(=O)(=O)c2ccc(Cl)cc2)c2ccccc2)c1 (configuration not stated)
30) CC(C)c1ccc(OCC(=O)NC(Cc2c[nH]c3ccccc23)C(=O)O)cc1 (configuration not stated)
31) Cc1c(NC(=O)c2noc(C(C)C)c2[N+](=O)[O-])c(=O)n(-c2ccccc2)n1C
32) O=c1oc2ccccc2c(NCCc2ccccc2)c1[N+](=O)[O-]
33) COc1ccc(/C=C2\SC(=S)N(CCCC(=O)Nc3ccccn3)C2=O)cc1OC
34) Nc1nc(CN2CCCCCC2)nc(Nc2ccccc2)n1
35) O=C(NCc1ccncc1)C(=O)NCC1OCCN1S(=O)(=O)c1ccc(Br)cc1 (configuration not stated)
36) CS(=O)Cc1cc(Oc2ccccc2)nc(-c2ccncc2)n1 (configuration not stated)
37) CCCCc1ccc(/C(C)=N/NC(=O)C2CCCC2)cc1
38) COCCN(C(=O)CN1CCc2ccccc2C1)c1c(N)n(Cc2ccccc2)c(=O)[nH]c1=O
39) COc1ccc(/C=N/N(c2ccccc2)c2ccccc2)cc1O
40) CCn1ccnc1CN(C)C(=O)c1cc(COc2ccc(Cl)cc2OC)on1

assay / entry	27	28	29	30	31	32	33	34	35	36	37	38	39	40
CHRM4 PAM	7	-5	-1	7	-3	-2	-4	2	15	6	7	-6	7	-3
M5 PAM	8	-12	3	4	-1	-5	-3	3	-3	1	-10	5	-1	7
CHRM4 antagonist	-6	-6	4	-14	-3	5	7	9	-3	-6	-11	-7	-10	3
M5 ag	4	-4	0	-1	0	-2	-2	-7	-3	-1	-3	-3	-4	-4
M4 ag	1	-1	1	0	0	2	2	1	1	1	0	0	-1	3
CHRM5 antagonist	5	-3	-9	-13	1	-3	7	3	21	-5	11	0	-2	-8
CHO-K1 Ca antag	3	2	0	-5	17	-11	-3	-12	2	4	-11	-4	13	-6
M1 PAM parental	-16	1	1	10	-6	22	7	4	-10	1	3	11	-8	8
M1 ag parental	0.1	0.0	0.3	0.0	-0.2	3.8	1.4	0.1	0.4	-0.1	0.3	0.1	2.8	3.5

41) O=C(NNC(=O)c1ccc(-c2ccccc2)cc1)Nc1ccccc1
42) COc1ccc(CNCc2ccncc2)c(OC)c1
43) Cc1ccc(C2C=C(c3ccc4c(c3)OCO4)Nc3ncnn32)cc1 (configuration not stated)
44) COc1cccc(-c2nnn(CC(C)=O)n2)c1
45) Cn1c(=O)c2c(-c3ccccc3)n(-c3ccccc3S)cc2n(C)c1=O
46) COc1ccc(-c2coc3cc(O[C@@H]4O[C@H](CO)[C@@H](O)[C@H](O)[C@H]4O)c(OC)cc3c2=O)cc1
47) O=C(O)C1C(C(=O)O)C1(c1ccccc1)c1ccccc1 (configuration not stated)
48) COCCNC(=O)C1(C)CCN(C(=O)Cc2ccc(OC)c(OC)c2)C1 (configuration not stated)
49) COc1cc(NC(=O)C2CCN(S(=O)(=O)c3ccc(Cl)cc3)CC2)ccc1-n1cnnn1
50) Cc1cc2oc(=O)cc(CN3CCOCC3)c2cc1C(C)C

assay / entry	41	42	43	44	45	46	47	48	49	50
CHRM4 PAM	7	-1	9	7	-1	9	-7	3	-5	0
M5 PAM	5	5	-9	1	2	-1	3	-2	-11	2
CHRM4 antagonist	-7	-10	1	-2	-5	-13	-4	-18	-6	0
M5 ag	-2	3	-6	-3	0	3	0	1	1	-4
M4 ag	0	0	-2	0	0	1	0	0	13	1
CHRM5 antagonist	1	-7	6	9	5	8	-2	-5	-2	-4
CHO-K1 Ca antag	7	1	-8	-2	-13	-11	6	-9	-14	-15
M1 PAM parental	-19	-5	12	20	23	3	12	12	9	-2
M1 ag parental	-0.7	0.2	0.9	-0.1	1.3	0.3	0.2	0.3	4.2	-0.3

51) CC1=NNC(=O)C1CCC(=O)N/N=C(\C)c1ccccc1 (configuration not stated)
52) O=C(CSc1nc2ccccc2o1)N/N=C/c1ccc(O)c(O)c1
53) CCN(CC)CCCNC(=O)Cn1cnc2sc(C)c(S(=O)(=O)N3CCN(c4ncccn4)CC3)c2c1=O
54) O=C(CN1CCN(Cc2cccc3ccccc23)CC1)NCCc1ccccc1
55) CN1CCCC(OC(=O)CCCCC(=O)OC2CCCN(C)C2)C1 (configuration not stated)
56) COc1ccc(OC)c(CN2C(=O)CN(S(C)(=O)=O)CC2(C)C(=O)NC(C)C)c1 (configuration not stated)
57) CCOC(=O)/C(C#N)=C/c1c(N2CCN(c3ccccc3)CC2)nc2ccccn2c1=O
58) COc1cccc(CN2C(=O)[C@@H]3Cc4c([nH]c5ccccc45)C(C)(C)N3C2=O)c1
59) CC1(C)CCCN(C(=O)c2ccc3c(c2NCCO)C(=O)c2ccccc2C3=O)C1
60) CC(C)(C)c1csc(NC2=NS(=O)(=O)c3ccccc32)n1
61) Cc1ccc(C(=O)C(C)[n+]2cccc(C(N)=O)c2)cc1 (configuration not stated)

assay / entry	51	52	53	54	55	56	57	58	59	60	61
CHRM4 PAM	8	13	-4	-6	-6	3	-2	8	1	-7	-3
M5 PAM	7	4	-4	8	0	5	-3	-8	-6	-6	9
CHRM4 antagonist	-3	0	2	0	5	-16	-1	3	13	14	5
M5 ag	0	2	-3	-3	1	-3	0	0	2	7	2
M4 ag	0	0	0	5	0	1	0	9	7	6	1
CHRM5 antagonist	1	8	-15	-10	3	-16	2	14	5	0	-2
CHO-K1 Ca antag	12	-11	-10	-17	26*	.	-17	3	16	-19	-1
M1 PAM parental	-11	16	9	2	-6	.	-6	-17	-4	8	13
M1 ag parental	0.1	0.1	0.7	5.3	-0.5	.	0.7	2.7	8.5	4.7	0.9

Bioassay records: PubChem, The Scripps Research Institute Molecular Screening Center
